# JNK3 inh: JNK3 (human) kinase inhibition; P53779; purified JNK3 kinase activity, HTS; inhibition, % at 8 µM; hit rate 0.61% among 60,000; AID 746; in the data active means inhibition above about 17%;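 further: 0% = DMSO and 100% = reference inhibitor; many of its hits are not listed in these tables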
# CatS inh: inhibitors of human cathepsin S. P25774. recombinant cathepsin S, AMC dipeptide fluorescence, pooled mixtures. inhibition, %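 (tested at 5 µM per compound within 10-compound mixtures)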. hit rate 0.06% among 62,000. AID 501; in the data active means inhibition above about 32%, passing the limit was not always enough;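 further: 0% = enzyme without compound and 100% = blank without enzyme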
# Target sequence (P25774 115-331 limits assumed): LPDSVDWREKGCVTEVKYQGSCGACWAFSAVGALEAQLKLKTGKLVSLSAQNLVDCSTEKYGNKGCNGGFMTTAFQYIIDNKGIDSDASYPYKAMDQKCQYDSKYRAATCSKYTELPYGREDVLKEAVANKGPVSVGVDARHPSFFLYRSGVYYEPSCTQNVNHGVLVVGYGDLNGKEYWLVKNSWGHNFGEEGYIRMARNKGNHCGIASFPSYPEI
# ROCK2 blocker: ROCK2 (human) kinase inhibition | O75116 | purified ROCK2, Kinase-Glo ATP depletion luminescence | inhibition, % at 6 µM | hit rate 0.35% among 60,000 | AID 604;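 active means inhibition above the screen-wide mean inhibition plus 3 SD, cut at about 18% in these data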;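 further: plate controls were DMSO wells for no effect and Y-27632 control wells after no-enzyme background subtraction for full effect; many of its hits are not listed in these tables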
# PKA inh: PKA (human) kinase inhibition; P17612; PKA Kemptide phosphorylation, Kinase-Glo ATP luminescence; inhibition, % at 6 µM; hit rate 0.1% among 65,000; AID 524;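 active means inhibition above the screen-wide mean inhibition plus 3 SD, cut at about 21% in these data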; further: many of its hits are not listed in these tables
# AP complement: alternative pathway complement inhibition, orthogonal assay. Human serum alternative complement pathway, LPS-coated ELISA, C3 deposition; tested in compound mixtures. inhibition, % at 5 µM. hit rate 0.08% among 62,000. AID 1235;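 active means inhibition above 30% in each of the two pooled mixtures holding the compound, so the lower value exceeds 30%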;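 further: 0% = serum in Mg-EGTA without compound and 100% = EDTA serum blank; some compounds past the cut are filed as inactive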
#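 Test system: human serum complement alternative pathway, C3 deposition onto LPS / Medium: Mg2+-EGTA GVB++ buffer containing human serum at 1:15 dilution / Probe or stimulus: Plate-bound LPS / Times: 1 h at 37 °C / Signal: ELISA with HRP anti-human C3 antibody, TMB substrate, absorbance 450 nm / Measure: percent inhibition / Repeats: two pool placements per compound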
# E coli RNAP: inhibitors of Escherichia coli RNA polymerase; P0A8V2; E. coli RNA polymerase, fluorescence transcription assay; inhibition, %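 (tested at 10 µM)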; hit rate 0.2% among 62,000; AID 559; in the data active means inhibition above about 20%;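 further: 0% = enzyme without compound and 100% = no enzyme blank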
# RORa activator: activators of human nuclear receptor RORA. P35398. CHO-K1 Gal4-RORA LBD luciferase reporter, luminescence; percent increase over mock-subtracted basal signal. hit rate 1.5% among 65,000. activation, % at 10 µM;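 active means activation above the mean of all tested compounds plus 3 SD, cut at about 49% in these data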;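 further: 0% = DMSO-treated RORA cells and 100% = added signal equal to DMSO minus mock-transfected cells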
# Target sequence (P35398 whole entry, looked up, the tested form may be a part): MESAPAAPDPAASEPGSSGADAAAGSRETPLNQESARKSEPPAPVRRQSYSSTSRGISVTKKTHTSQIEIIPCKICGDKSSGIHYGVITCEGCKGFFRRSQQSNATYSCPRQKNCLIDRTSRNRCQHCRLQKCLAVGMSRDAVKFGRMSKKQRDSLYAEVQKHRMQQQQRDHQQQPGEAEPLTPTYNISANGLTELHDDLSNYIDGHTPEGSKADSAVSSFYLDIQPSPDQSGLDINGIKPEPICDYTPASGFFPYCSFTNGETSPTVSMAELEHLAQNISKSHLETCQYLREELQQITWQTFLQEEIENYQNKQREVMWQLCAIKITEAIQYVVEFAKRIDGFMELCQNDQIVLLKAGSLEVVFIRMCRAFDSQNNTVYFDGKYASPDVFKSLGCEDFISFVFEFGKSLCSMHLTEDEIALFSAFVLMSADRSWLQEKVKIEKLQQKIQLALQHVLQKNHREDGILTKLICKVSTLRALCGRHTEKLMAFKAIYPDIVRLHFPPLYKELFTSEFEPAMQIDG
# CatB mixtures: inhibitors of human cathepsin B in compound mixtures; hit rate 0.06% among 62,000; P07858; inhibition, %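 (ten-compound pools at 5 µM per compound and 50 µM total)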; AID 488; Purified cathepsin B, AMC dipeptide fluorescence; in the data active means inhibition above about 22%, passing the limit was not always enough;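 further: 0% = enzyme without compound and 100% = no enzyme blank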
# CatB inh: blocks human cathepsin B protease activity. hit rate 0.1% among 63,000. inhibition, %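 (tested at 10 µM)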. purified cathepsin B, fluorogenic substrate, fluorescence. AID 453. P07858; in the data active means inhibition above about 21%;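 further: 0% = enzyme with no compound and 100% = no enzyme blank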
# Numbers without * were called inactive; nt = not tested or not shown. Only part of the results is shown; rates above refer to the full screens.
# Every second line gives: JNK3 inh | CatS inh | ROCK2 blocker | PKA inh | AP complement | E coli RNAP | RORa activator | CatB mixtures | CatB inh
> O=C(Cc1cccs1)N1CCCC(c2nc(-c3ccc(S(=O)(=O)N4CCCC4)cc3)no2)C1 (stereo not given)
 : -3.2 | 6.4 | 5.7 | 8.4 | 2.1 | nt | 32.0 | 1.3 | 1.4
> Cc1ccccc1-c1nc(CN2CCC(C(=O)NCCCN3CCCC3)CC2)c(C)o1
 : -3.3 | 0.7 | 4.3 | 2.3 | 8.6 | 2.7 | 7.9 | -4.5 | 3.0
> O=C(CNCc1ccco1)Nc1ccccc1-n1cccc1
 : -6.1 | nt | -0.8 | -2.7 | nt | nt | -9.3 | nt | nt
> Cc1cc(C(=O)CN2C(=O)C3CC=CCC3C2=O)c(C)n1-c1ccccc1 (stereo not given)
 : -4.1 | 18.3 | -2.7 | -0.8 | 13.2 | 5.4 | 6.9 | -1.2 | 1.3
> CC1Oc2ccccc2N(Cc2cccnc2)C1=O (stereo not given)
 : -1.5 | 0.7 | -2.4 | -3.7 | 19.4 | 4.6 | 2.3 | 4.4 | -4.7
> O=C(CCn1c(=O)[nH]c2ccsc2c1=O)N1CCc2ccccc2C1
 : nt | 8.9 | nt | 1.3 | -3.8 | 8.6 | -7.6 | 5.2 | 5.5
> CCCOC(=O)NC1C(NC(=O)OCCC)N(C)C(=O)N1C (stereo not given)
 : -3.9 | -6.5 | 3.7 | 7.2 | 15.3 | 4.6 | -10.7 | 3.9 | 5.0
> O=C(NCc1ccco1)c1cc(-c2ccc(F)cc2)on1
 : -3.0 | -0.5 | 8.7 | 11.3 | 7.8 | 0.5 | 37.7 | 0.0 | -2.2
> Cc1c(N=Cc2cc3c(cc2Cl)OCO3)c(=O)n(-c2ccccc2)n1C
 : -0.1 | 7.4 | 3.7 | 3.7 | 13.3 | nt | -3.7 | 1.2 | nt
> Cc1nc(N2CCN(Cc3ccccc3)CC2)nc2c1C(=O)CC(C)C2 (stereo not given)
 : -5.1 | 0.9 | -0.2 | -0.2 | 13.7 | 4.3 | 1.6 | 2.7 | -1.4
> CCCCSc1nnc(C)c(=O)[nH]1
 : nt | 4.3 | nt | 2.8 | 7.6 | 6.3 | -7.0 | 5.3 | -0.7
> Cc1ccc(N(C(=O)Cn2nnc3ccccc32)C(C(=O)NCc2ccco2)c2ccc(C)o2)cc1 (stereo not given)
 : -11.3 | -8.2 | -1.7 | 0.8 | 4.6 | 1.8 | 12.7 | 3.5 | 0.2
> CC(=O)C1C(=O)C=C(c2ccco2)CC1c1ccccc1 (stereo not given)
 : -3.8 | -3.2 | 3.3 | 0.0 | 7.0 | 3.9 | 8.5 | 3.3 | 1.0
> CCCCCc1nc2c(=O)n(C)c3ccccc3c2o1
 : -0.6 | 2.1 | 4.9 | 10.7 | 3.5 | 5.1 | 13.9 | -0.8 | 2.6
> COc1ccc(-c2noc(-c3ccc(Cl)cc3)n2)cc1
 : -4.9 | -3.0 | -12.7 | -11.2 | 20.4 | 2.7 | 48.7* | 0.4 | 4.9
> O=C(c1ccc(NS(=O)(=O)c2cccc3cccnc23)cc1)N1CCOCC1
 : 4.8 | nt | -2.0 | -0.4 | nt | nt | 5.3 | nt | nt
> CCCC(=O)Nc1ccc2c(c1)nc1n2CCOC1
 : 2.2 | -12.6 | 1.6 | 2.8 | 19.0 | 4.7 | -18.3 | 2.9 | 1.4
> CCN1CC=C2C(C1)C(c1ccc(Cl)s1)C(C#N)=C(N)C2(C#N)C#N (stereo not given)
 : 2.5 | -10.1 | 9.8 | 6.8 | 22.8 | 0.2 | 5.2 | 1.5 | -4.6
> Cc1cc(C)n(C(=O)CNC(=O)COc2ccccc2)n1
 : 6.0 | -2.6 | 1.9 | 6.3 | 7.2 | 5.8 | 5.6 | 1.6 | 2.7
> Cc1ccc(Cn2ncc3c(N4CCN(c5ccccc5C)CC4)ncnc32)cc1
 : 6.5 | -2.1 | -8.2 | -1.8 | 10.0 | 8.2 | 10.3 | 5.1 | 5.8

# Fetched by structure from above (two):
# Every second line gives: JNK3 inh | CatS inh | ROCK2 blocker | PKA inh | AP complement | E coli RNAP | RORa activator | CatB mixtures | CatB inh
> CCCC(=O)Nc1ccc2c(c1)nc1n2CCOC1
 : 2.2 | -12.6 | 1.6 | 2.8 | 19.0 | 4.7 | -18.3 | 2.9 | 1.4
> O=C(Cc1cccs1)N1CCCC(c2nc(-c3ccc(S(=O)(=O)N4CCCC4)cc3)no2)C1 (stereo not given)
 : -3.2 | 6.4 | 5.7 | 8.4 | 2.1 | nt | 32.0 | 1.3 | 1.4

# Further results:
# Every second line gives: JNK3 inh | CatS inh | ROCK2 blocker | PKA inh | AP complement | E coli RNAP | RORa activator | CatB mixtures | CatB inh
> C=CCN(C(=O)CNC(=O)c1ccco1)C(C(=O)NC1CCCCC1)c1ccc(OC)cc1OC (stereo not given)
 : -1.3 | -0.5 | 6.7 | -0.4 | 7.8 | 7.8 | 8.2 | 4.8 | -1.2
> CCOC(=O)CSc1nc(N)c(C#N)c(CC(C)C)c1C#N
 : -0.7 | -29.8 | 0.1 | -0.3 | 13.0 | 5.0 | -4.6 | 2.4 | 1.3
> CCOc1cc(C#N)c(NC(=O)c2cccnc2)cc1OCC
 : 1.2 | 14.7 | -0.6 | -1.8 | 12.6 | 7.8 | 33.8 | 7.5 | -1.7
> CCOC(=O)c1ccc(NC(=O)c2c(C)[nH]c(C(=O)OCC)c2C)cc1
 : -4.1 | 2.8 | 4.8 | 5.4 | 3.9 | 2.5 | 0.0 | -4.1 | 2.2
> O=C(CN1C(=O)c2cccc3cccc1c23)Nc1ccc2c(c1)OCO2
 : -1.2 | -5.2 | 5.6 | 6.3 | -5.2 | 4.1 | -25.3 | 2.5 | -1.1
> Cc1cc(NC(=O)COC(=O)C2CCCN2C(=O)c2cccs2)no1 (stereo not given)
 : -1.1 | 13.7 | -2.3 | 1.2 | 10.2 | -0.5 | -11.4 | 2.5 | 3.4
> Cc1ccc(C(=O)C(C)OC(=O)C2=COCCO2)cc1C (stereo not given)
 : -3.0 | -7.3 | 0.3 | -2.1 | 5.5 | 2.6 | 14.5 | 2.5 | 1.9
> CCOC(=O)Nc1ccc2c(c1)N(C(=O)N(C)C)c1ccccc1CC2
 : 0.4 | -7.8 | 0.4 | 0.5 | 9.2 | 3.7 | -2.0 | -2.2 | 1.1
> O=C(NCCN1CCOCC1)c1cccc(S(=O)(=O)N2CCCCCC2)c1
 : 8.0 | -7.3 | 5.9 | 11.3 | 13.3 | 5.5 | -9.1 | -7.3 | -0.6
> CC(NC(=O)CSc1ncccn1)c1ccccc1 (stereo not given)
 : -8.2 | -0.5 | 2.0 | 10.9 | -6.7 | 2.6 | -22.9 | -3.2 | -2.0
> CCOc1ccccc1OCC(O)CNC (stereo not given)
 : -0.7 | -3.5 | 6.7 | 10.4 | 0.4 | 5.2 | -12.6 | -1.2 | 1.1
> CCOC(=O)Cc1nnn(CC(=O)OCC)n1
 : nt | 4.1 | nt | -2.0 | 5.9 | 6.1 | -8.4 | 1.3 | 0.9

# In the list so far, these contain sulfur:
# Every second line gives: JNK3 inh | CatS inh | ROCK2 blocker | PKA inh | AP complement | E coli RNAP | RORa activator | CatB mixtures | CatB inh
> O=C(Cc1cccs1)N1CCCC(c2nc(-c3ccc(S(=O)(=O)N4CCCC4)cc3)no2)C1 (stereo not given)
 : -3.2 | 6.4 | 5.7 | 8.4 | 2.1 | nt | 32.0 | 1.3 | 1.4
> O=C(CCn1c(=O)[nH]c2ccsc2c1=O)N1CCc2ccccc2C1
 : nt | 8.9 | nt | 1.3 | -3.8 | 8.6 | -7.6 | 5.2 | 5.5
> CCCCSc1nnc(C)c(=O)[nH]1
 : nt | 4.3 | nt | 2.8 | 7.6 | 6.3 | -7.0 | 5.3 | -0.7
> O=C(c1ccc(NS(=O)(=O)c2cccc3cccnc23)cc1)N1CCOCC1
 : 4.8 | nt | -2.0 | -0.4 | nt | nt | 5.3 | nt | nt
> CCN1CC=C2C(C1)C(c1ccc(Cl)s1)C(C#N)=C(N)C2(C#N)C#N (stereo not given)
 : 2.5 | -10.1 | 9.8 | 6.8 | 22.8 | 0.2 | 5.2 | 1.5 | -4.6
> CCOC(=O)CSc1nc(N)c(C#N)c(CC(C)C)c1C#N
 : -0.7 | -29.8 | 0.1 | -0.3 | 13.0 | 5.0 | -4.6 | 2.4 | 1.3
> Cc1cc(NC(=O)COC(=O)C2CCCN2C(=O)c2cccs2)no1 (stereo not given)
 : -1.1 | 13.7 | -2.3 | 1.2 | 10.2 | -0.5 | -11.4 | 2.5 | 3.4
> O=C(NCCN1CCOCC1)c1cccc(S(=O)(=O)N2CCCCCC2)c1
 : 8.0 | -7.3 | 5.9 | 11.3 | 13.3 | 5.5 | -9.1 | -7.3 | -0.6
> CC(NC(=O)CSc1ncccn1)c1ccccc1 (stereo not given)
 : -8.2 | -0.5 | 2.0 | 10.9 | -6.7 | 2.6 | -22.9 | -3.2 | -2.0

# Screening data deposited in PubChem BioAssay by several laboratories.
